High-throughput results as filed in PubChem.
MC4R antagonist – MC4R antagonists of cAMP signaling, primary screen, cell-based, TR-FRET, antagonist arm of biased-ligand search. MC4R-expressing cells, MTII-stimulated cAMP, LANCE TR-FRET. inhibition, % at 6.5 µM. 360,000 compounds, 0.48% hits. AID 540295, 2011;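 active = inhibition above its plate's cutoff, the mean of tested wells on that plate plus 3 SD, cut at about 29% in these data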;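 also: 0% = Melanotan II alone and 100% = Melanotan II plus saturating MCL0020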
Target sequence (P32245 whole entry, looked up): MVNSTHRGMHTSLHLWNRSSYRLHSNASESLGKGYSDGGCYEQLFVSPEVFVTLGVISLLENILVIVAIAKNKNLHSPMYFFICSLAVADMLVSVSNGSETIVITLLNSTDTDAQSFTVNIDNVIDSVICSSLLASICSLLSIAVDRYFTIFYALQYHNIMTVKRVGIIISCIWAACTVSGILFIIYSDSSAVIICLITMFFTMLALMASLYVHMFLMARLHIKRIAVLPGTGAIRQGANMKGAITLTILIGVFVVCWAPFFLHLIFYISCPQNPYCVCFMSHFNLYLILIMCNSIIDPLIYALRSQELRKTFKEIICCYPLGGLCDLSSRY
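Assay system: U2OS-MC4R stable cell line; Also added: Melanotan II; Technique: Eu-cAMP/anti-cAMP TR-FRET, emission 671 nm; Times: 30-min compound, 1-h challenge, 1-h detection, room temperature.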
Glyco luc inh – increase of ERlucT glycosylation luciferase signal, primary screen, N-linked glycosylation inhibitor project, D54 ERlucT cells, luminescence, set 2; reporter increase, % at 12.5 µM; 360,000 compounds, 0.23% hits; AID 588692, 2011; D54 ERlucT glycosylation luciferase reporter, 24 h; percent of 100 nM tunicamycin response;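 active = mean luciferase reporter signal, scaled so untreated is 0 and the glycosylation-blocking control 100, at or above a set limit in every replicate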;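 also: luciferase carries N-glycosylation sites so blocking glycosylation raises the light; 0% = median of neutral control wells and 100% = median of 100 nM tunicamycin wells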
Exocytosis inh – LAMP-1 surface exposure blockers, TALL-104 cells – cell-based, flow cytometry, MLPCN library, primary screen. inhibition, % at 10 µM. 360,000 compounds, 0.66% hits. TALL-104 LAMP-1 surface exposure; cells stimulated with thapsigargin and PMA;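 active = inhibition above about 55%, limit read from the data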
ABHD5 PLIN5 PPI – ABHD5-PLIN5 interaction inhibitors, primary screen, cell lysate, split luciferase complementation, luminescence; AID 602281, 2012; inhibition, % at 4 µM; 360,000 compounds, 0.78% hits; Perilipin-5 (Homo sapiens) + 1-acylglycerol-3-phosphate O-acyltransferase ABHD5 (Homo …; Split G. princeps luciferase complementation, 4 h;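 active = inhibition above the mean inhibition across every tested compound plus 3 SD, cut at about 22% in these data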;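 also: 0% = DMSO only wells and the 100% control is not disclosed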
TLR9-MyD88 inh – inhibitors of TLR9-MyD88 association in cells, primary screen, cell-based, CHO, BLA complementation, fluorescence. Toll-like receptor 9 (Homo sapiens) + Myeloid differentiation primary response protein …. CCF4 FRET ratio. inhibition, % at 4.98 µM. 340,000 compounds, 0.21% hits. AID 504734, 2011;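 active = inhibition above the mean over all tested compounds plus 3 SD, cut at about 21% in these data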;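 also: 0% = DMSO only wells and 100% = clavulanate BLA inhibitor control wells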
NOD2-RIPK2 inh – NOD2-RIPK2 binding disruptors in cells, primary screen, fluorescence, CHO cells, BLA complementation; inhibition, % at 4.98 µM; 360,000 compounds, 0.38% hits; Receptor-interacting serine/threonine-protein kinase 2 (Homo sapiens), O43353; AID 624267, 2012; CCF4 ratio; in the data active = inhibition above about 21%;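 also: 0% = vehicle only and 100% = reference blocker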
Target sequence (O43353 whole entry, looked up): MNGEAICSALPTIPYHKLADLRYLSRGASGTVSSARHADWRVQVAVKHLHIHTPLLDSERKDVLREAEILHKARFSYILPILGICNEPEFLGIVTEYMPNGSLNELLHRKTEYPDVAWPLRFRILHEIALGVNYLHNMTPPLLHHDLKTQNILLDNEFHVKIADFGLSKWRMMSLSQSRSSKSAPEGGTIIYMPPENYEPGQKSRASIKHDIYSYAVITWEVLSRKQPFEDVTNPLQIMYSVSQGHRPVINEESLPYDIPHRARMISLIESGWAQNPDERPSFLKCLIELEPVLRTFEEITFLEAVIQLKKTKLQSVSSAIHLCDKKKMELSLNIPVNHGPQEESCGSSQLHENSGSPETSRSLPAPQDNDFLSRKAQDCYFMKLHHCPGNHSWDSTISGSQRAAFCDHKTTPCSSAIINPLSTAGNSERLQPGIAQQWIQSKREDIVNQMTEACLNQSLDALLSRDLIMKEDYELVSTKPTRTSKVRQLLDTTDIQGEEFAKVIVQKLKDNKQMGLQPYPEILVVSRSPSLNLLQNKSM
ABCB6 inh 2 – ABCB6 transporter inhibitors, primary screen, K562-ABCB6 cells, flow cytometry, MLPCN library | ATP-binding cassette sub-family B member 6 (Homo sapiens), Q9NP58 | K562-ABCB6 porphyrin accumulation, 1 h; active compounds read low | fluorescence ratio to DMSO, % at 10 µM | 360,000 compounds, 0.19% hits | AID 602162, 2011;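 active = fluorescence ratio to DMSO below 75%, the collection mean minus 3 SD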;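 also: signal is porphyrin accumulated inside mitochondria; 100% equals median channel fluorescence of DMSO control wells; lower ratio means ABCB6 inhibition with less porphyrin fluorescence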
MC4R barr agon – MC4R agonists recruiting beta-arrestin, primary screen, cell-based, luminescence, agonist arm of biased-ligand search; U2OS MC4R beta-arrestin complementation; percent of melanotan II response, DMSO zero; Melanocortin receptor 4 (Homo sapiens), P32245; activation, % at 8.9 µM; 360,000 compounds, 0.98% hits;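 active = activation above a per-plate cutoff, the mean activation of sample wells on that plate plus 3 SD, cut at about 8% in these data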
Vif imaging – HIV Vif self-association inhibitors, primary screen, imaging, HEK293T, single point; 340,000 compounds, 0.35% hits; HEK293T cells, Vif self-association by quenched fluorescence, 24 h; inhibition, % at 7.49 µM; AID 602346, 2012; in the data active = inhibition above about 50%, passing the limit was not always enough; also: some results filed as inactive read as strong as hits
aDG glyco up – activators of alpha-DG glycosylation, primary screen, uHTS, Pro5-aDG cells, AlphaScreen | alpha-DG glycosylation AlphaScreen (IIH6); 0% Pro5, 100% B10-LARGE cell signal | 360,000 compounds, 0.22% hits | AID 624168, 2012 | activation, % at 10 µM;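 active = activation of at least 8% versus controls, or a plate z-score of at least 8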;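 also: Pro5 are CHO cells carrying HIG-tagged alpha-DG that lacks glycosylation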
The depositor's hits bear a star; nt = no result given. These rows are one share of the data (hit frequency here may not be typical).

Results follow in this order: MC4R antagonist | Glyco luc inh | Exocytosis inh | ABHD5 PLIN5 PPI | TLR9-MyD88 inh | NOD2-RIPK2 inh | ABCB6 inh 2 | MC4R barr agon | Vif imaging | aDG glyco up
COC(=O)c1sccc1NC(=S)Nc1ccc(C)cc1
 : 23 | 0 | -4 | -16 | 2 | -6 | 95 | -1.2 | -4 | -0.1
COc1ccc(-c2cn(CC3CCCCC3)nn2)cc1
 : 2 | -1 | 4 | 1 | 5 | -3 | 91 | -0.5 | -5 | 0.4
Cc1ccc(C)c(Nc2nc3nonc3nc2N2CCOCC2)c1
 : 4 | 1 | -2 | 0 | -4 | 1 | 98 | -0.6 | nt | -0.2
Cc1onc(C(=O)N2CCN(C(c3ccccc3)c3ccccc3)CC2)c1[N+](=O)[O-]
 : 15 | 1 | -2 | -10 | -13 | -2 | 102 | 0.4 | -6 | 0.1
CCC(NS(=O)(=O)c1ccc(C)cc1)C(=O)N1CCOCCOCCOCCOCC1 (stereo not given)
 : 23 | 1 | -2 | -3 | -5 | 4 | 98 | -0.6 | -1 | 0.0
Cc1cccc(C)c1NC(=O)CN1CCN(C(=O)CN2C(=O)NC3(CCCCC3C)C2=O)CC1 (stereo not given)
 : 3 | 3 | -3 | 13 | -11 | 3 | 96 | 3.3 | -4 | -0.3
CC(C)(C)NS(=O)(=O)c1ccc(NC(=O)NC2CCCCC2)cc1
 : 0 | -1 | 6 | -6 | 3 | -6 | 99 | -0.3 | 12 | -0.3
COc1ccc(CC(=O)OCc2cc3ccccc3[nH]c2=O)cc1
 : 3 | 2 | 1 | -2 | -3 | 1 | 100 | -0.1 | 9 | 0.0
O=C(NN1C(=O)c2ccccc2NC1c1ccco1)c1ccc([N+](=O)[O-])cc1 (stereo not given)
 : 17 | 2 | -3 | 1 | 5 | -11 | 95 | -2.6 | 5 | 0.1
CCOC(=O)c1ccc(N2C(=O)CC(C(=O)OC)=C2C)cc1
 : 6 | -1 | 4 | 1 | -2 | 10 | 94 | -2.5 | 0 | 0.7
CCOC(=O)C1=C(C)NC(C)=C(C(=O)OCC)C1C(=O)OCC(=O)NCc1ccco1
 : 13 | -8 | -1 | 4 | -12 | -4 | 94 | 0.7 | 8 | -0.3
CC(=O)Nc1ccc(NC(=O)c2cc(-c3ccc(F)cc3C)n[nH]2)cc1
 : 3 | -3 | 0 | 8 | nt | 28* | 100 | -0.6 | -2 | 0.1
O=C(CNS(=O)(=O)c1ccc(C(=O)N2CCOCC2)cc1)N1CCOCC1
 : 6 | 0 | 1 | 1 | -12 | -11 | 81 | -0.5 | 15 | 0.0
O=C(CN1C(=O)S/C(=C\c2ccc(O)cc2)C1=O)c1ccccc1
 : 0 | 2 | -1 | 6 | -1 | -2 | 103 | 3.3 | -2 | -0.6
CC(=O)c1ccc[n+](CC(=O)NC(C)c2ccccc2)c1 (stereo not given)
 : 2 | 4 | 8 | 3 | -3 | -2 | 96 | -1.4 | 2 | -0.1
COc1ccccc1-c1nnc2sc(COc3ccccc3)nn12
 : 2 | -4 | -2 | 1 | -11 | 0 | 96 | -0.9 | -3 | 0.6
COc1cccc(-c2c(C(=O)N/N=C/c3ccncc3)nnn2-c2nonc2N)c1
 : 5 | 9 | 1 | 2 | 12 | 2 | 100 | -2.7 | -3 | -0.3
Cc1cc(C)n(Cc2ccc(C(=O)NCc3ccco3)o2)n1
 : -2 | 1 | 1 | 7 | 0 | -2 | 102 | -1.4 | -1 | 0.1
CCc1ccc(N(CC(=O)Nc2sc3c(c2C(=O)OC)CCCC3)S(C)(=O)=O)cc1
 : 11 | -2 | 3 | 2 | -8 | -6 | 97 | -2.3 | 3 | 0.2
CCCn1c(CNS(=O)(=O)c2ccc(C)cc2)nc2ccccc21
 : 6 | 0 | 10 | 8 | 12 | -5 | 99 | -1.1 | 2 | -0.1
Cc1c(OCC(=O)NC2CC(C)(C)NC(C)(C)C2)ccc2c3c(c(=O)oc12)CCC3
 : 10 | 4 | 0 | 3 | 6 | -8 | 108 | -1.6 | -24 | -0.3
CCc1ccc(NC(=O)c2ccc(NC3=NC4CS(=O)(=O)CC4S3)cc2)cc1 (stereo not given)
 : 9 | 1 | 2 | 7 | -4 | -1 | 101 | 0.4 | 6 | -0.3
CS(=O)(=O)Nc1nc2ccccc2[nH]1
 : -4 | 0 | 1 | -3 | 12 | -3 | 124 | -0.5 | -13 | 0.2
COC(=O)[C@]12CCCCC=C1N(Cc1ccco1)C(=O)[C@H](CC(=O)NCc1ccc(C)o1)C2
 : nt | nt | 6 | 7 | nt | -7 | 101 | nt | nt | -0.1
CC1CCC(C(C)C)C(=O)/C1=C\c1ccc(NC(=O)CCC(=O)O)cc1 (stereo not given)
 : 0 | 2 | -1 | 2 | 0 | 2 | 102 | -2.3 | -1 | -0.4
CCOC(=O)C(NC(C)=O)(Nc1ccc(S(=O)(=O)Nc2ncccn2)cc1)C(F)(F)F (stereo not given)
 : -2 | 4 | -7 | -14 | -5 | -4 | 108 | -2.8 | -10 | -0.2
CC1CC(C)CN(CCCOc2ccccc2[N+](=O)[O-])C1 (stereo not given)
 : -3 | 1 | 5 | -3 | -5 | -11 | 97 | 0.3 | -4 | 0.2
CCc1ccc(CN(C)C(=O)c2cc(COc3c(F)cccc3F)on2)cc1
 : 7 | 0 | 0 | -7 | -2 | -7 | 93 | -0.2 | -2 | 0.1
O=C(NN=Cc1ccc(O)cc1)c1ccccc1NS(=O)(=O)c1cccs1
 : 6 | 0 | 3 | -3 | -2 | -9 | 97 | -0.6 | -8 | 0.0
CC(C)(C)n1nnnc1C(c1cccc(C(F)(F)F)c1)N1CCOCC1 (stereo not given)
 : 12 | 2 | 8 | -6 | -7 | -1 | 97 | -0.2 | -2 | 0.3

Quoted from the listing:
For Exocytosis inh, CCc1ccc(N(CC(=O)Nc2sc3c(c2C(=O)OC)CCCC3)S(C)(=O)=O)cc1 has the entry 3
For MC4R antagonist, Cc1cc(C)n(Cc2ccc(C(=O)NCc3ccco3)o2)n1 has the entry -2

More structures.
canonical_smiles | MC4R antagonist | Glyco luc inh | Exocytosis inh | ABHD5 PLIN5 PPI | TLR9-MyD88 inh | NOD2-RIPK2 inh | ABCB6 inh 2 | MC4R barr agon | Vif imaging | aDG glyco up
COc1ccc(C(=O)Nc2ccc(C(=O)N3CCCCC3C)cc2)c(OC)c1OC (stereo not given) | 9 | -2 | -10 | -1 | 6 | -5 | 95 | -1.5 | -4 | -0.1
COC(=O)/C(=C/c1c[nH]c2ccccc12)[N+](=O)[O-] | 19 | 2 | -2 | 8 | -1 | -1 | 104 | -1.9 | nt | 0.1
CNc1ccc(C(=O)OCC(=O)Nc2ccnn2C(C)C)cc1[N+](=O)[O-] | -2 | 4 | 12 | 11 | -3 | -5 | 93 | -3.0 | -7 | -0.1
COc1ccc(/C=N/NC(=O)c2cccnc2)cc1COc1ccc(NC(C)=O)cc1 | -17 | 21 | 53 | 7 | 4 | -12 | 98 | -1.7 | 23 | -0.2
COC(=O)Nc1ccc(S(=O)(=O)N2CCC(C(=O)N3CCCC(C)C3)CC2)cc1 (stereo not given) | 6 | -2 | -8 | 0 | -7 | -9 | 95 | -1.5 | -1 | -0.1
S=c1[nH]c2ccccc2n2cccc12 | 14 | 2 | 2 | -5 | 8 | -1 | 98 | -0.7 | -10 | 0.0
CCN(CC)CC(=O)n1c2c(c3ccccc31)CCCC2 | -2 | 0 | 2 | 3 | -2 | -7 | 93 | 2.0 | -3 | 0.2
Cc1c(C2(O)CCCCC2)[nH]c2cnccc12 | 4 | -3 | 4 | -2 | -1 | -4 | 97 | 0.4 | -3 | -0.1
CSCC(=O)Nc1ccc(F)c(Cl)c1 | 1 | -3 | -2 | 1 | 4 | -7 | 99 | -2.8 | 0 | 0.4
Cc1[nH]nc2c1C1(CCN(Cc3ccccc3)CC1)C(C#N)=C(N)O2 | 4 | 0 | -2 | -6 | -12 | -3 | 111 | -3.0 | 15 | -0.1
O=C(Cc1coc2ccc3ccccc3c12)Nc1nccs1 | 1 | -4 | 3 | -3 | 1 | 11 | 95 | 5.4 | 7 | 0.5
Cc1cc(C)nc(-n2ncc3c2CCCC3=O)n1 | 4 | -1 | -4 | 0 | 7 | -11 | 95 | -1.5 | 1 | 0.1
COC(=O)c1ccc2nc(-c3ccc(Cl)cc3)c(CC3CCCCC3)n2c1 | nt | nt | 5 | -2 | nt | -9 | 115 | nt | nt | 4.3
CCCC(C(=O)NC1CCCC1)N(C(=O)Cn1nnc(-c2ccc(C)o2)n1)c1cccc(O)c1 (stereo not given) | -4 | -5 | 1 | 7 | -5 | 0 | 98 | 0.1 | -9 | 0.2
Cc1ccc(S(=O)(=O)Nc2ccccc2F)cc1C(=O)OC(C)C(=O)N1CCOCC1 (stereo not given) | 7 | -1 | -3 | 11 | -10 | -3 | 102 | 1.0 | 2 | 0.7

By substructure, the entries above with a furan ring, fused or not
canonical_smiles | MC4R antagonist | Glyco luc inh | Exocytosis inh | ABHD5 PLIN5 PPI | TLR9-MyD88 inh | NOD2-RIPK2 inh | ABCB6 inh 2 | MC4R barr agon | Vif imaging | aDG glyco up
O=C(NN1C(=O)c2ccccc2NC1c1ccco1)c1ccc([N+](=O)[O-])cc1 (stereo not given) | 17 | 2 | -3 | 1 | 5 | -11 | 95 | -2.6 | 5 | 0.1
CCOC(=O)C1=C(C)NC(C)=C(C(=O)OCC)C1C(=O)OCC(=O)NCc1ccco1 | 13 | -8 | -1 | 4 | -12 | -4 | 94 | 0.7 | 8 | -0.3
Cc1cc(C)n(Cc2ccc(C(=O)NCc3ccco3)o2)n1 | -2 | 1 | 1 | 7 | 0 | -2 | 102 | -1.4 | -1 | 0.1
COC(=O)[C@]12CCCCC=C1N(Cc1ccco1)C(=O)[C@H](CC(=O)NCc1ccc(C)o1)C2 | nt | nt | 6 | 7 | nt | -7 | 101 | nt | nt | -0.1
O=C(Cc1coc2ccc3ccccc3c12)Nc1nccs1 | 1 | -4 | 3 | -3 | 1 | 11 | 95 | 5.4 | 7 | 0.5
CCCC(C(=O)NC1CCCC1)N(C(=O)Cn1nnc(-c2ccc(C)o2)n1)c1cccc(O)c1 (stereo not given) | -4 | -5 | 1 | 7 | -5 | 0 | 98 | 0.1 | -9 | 0.2
